MITF inh: human MITF inhibition, primary screen. AlphaScreen MITF homodimerization, bead proximity signal. inhibition, % at 2.6 µM. hit rate 0.91% among 650,000. AID 1259374; in the data active means inhibition above about 50%;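 further: 0% = vehicle wells with protein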
Target sequence (O75030 whole entry, looked up): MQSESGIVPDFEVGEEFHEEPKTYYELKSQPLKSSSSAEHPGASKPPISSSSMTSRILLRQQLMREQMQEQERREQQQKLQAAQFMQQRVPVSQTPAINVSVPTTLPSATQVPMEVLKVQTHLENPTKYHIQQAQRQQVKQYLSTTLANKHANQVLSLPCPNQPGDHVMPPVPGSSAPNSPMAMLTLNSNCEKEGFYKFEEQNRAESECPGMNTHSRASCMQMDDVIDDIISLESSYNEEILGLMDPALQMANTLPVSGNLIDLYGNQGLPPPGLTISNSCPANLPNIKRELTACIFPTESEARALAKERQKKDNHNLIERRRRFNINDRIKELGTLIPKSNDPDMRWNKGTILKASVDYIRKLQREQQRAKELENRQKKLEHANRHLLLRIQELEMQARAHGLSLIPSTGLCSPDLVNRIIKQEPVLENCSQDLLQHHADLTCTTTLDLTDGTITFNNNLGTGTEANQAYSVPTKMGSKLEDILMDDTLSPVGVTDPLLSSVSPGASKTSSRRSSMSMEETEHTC
GPR151 activ: human GPR151 activation. Q8TDV0. PathHunter beta-arrestin GPR151 cells, luminescence. activation, % at 11.2 µM. hit rate 1% among 650,000. AID 1508602; in the data active means activation above about 4.9%;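 further: 0% = median of compound wells and 100% = cells with positive control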
Target sequence (Q8TDV0 whole entry, looked up): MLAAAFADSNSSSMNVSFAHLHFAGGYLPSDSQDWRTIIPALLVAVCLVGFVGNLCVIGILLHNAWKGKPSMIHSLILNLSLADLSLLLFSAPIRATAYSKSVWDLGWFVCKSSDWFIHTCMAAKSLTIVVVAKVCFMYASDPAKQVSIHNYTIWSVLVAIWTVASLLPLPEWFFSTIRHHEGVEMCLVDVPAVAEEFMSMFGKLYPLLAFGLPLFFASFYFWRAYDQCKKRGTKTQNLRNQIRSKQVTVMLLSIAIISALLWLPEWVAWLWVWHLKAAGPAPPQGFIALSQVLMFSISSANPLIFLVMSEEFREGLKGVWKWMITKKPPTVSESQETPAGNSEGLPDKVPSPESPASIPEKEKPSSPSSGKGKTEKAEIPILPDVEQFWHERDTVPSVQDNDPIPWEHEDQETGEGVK
TEAD-YAP block: TEAD-YAP interaction inhibition | HEK-TIYL cells, TEAD-Gal4/YAP UAS-luciferase luminescence | inhibition, % at 9.12 µM | hit rate 1.4% among 640,000 | AID 1259422; in the data active means inhibition above about 32%;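 further: 0% = median of test compound wells and 100% = reference inhibitor wells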
FBW7 activator: human FBW7 E3 ligase activation, primary screen | normalized activity (activation), % at 26.1 µM | AlphaScreen FBW7–phospho-cyclin E peptide binding, activator screen | hit rate 0.13% among 650,000 | Q969H0 | AID 1259310; in the data active means normalized activity above about 1.9%;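 further: purified mutant Fbw7 with reduced substrate affinity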
Numbers without * were called inactive. Compounds as they come. Share with any hit: about 3.4%.

Results for COc1cc(C=O)ccc1OC(C)c1ccccc1 (stereo not given) ?
MITF inh: 7; GPR151 activ: 1.3; TEAD-YAP block: -6; FBW7 activator: -0.1

What do the screens show for `CCOc1ccc(-n2c(=S)sc3c(=O)n(-c4ccccc4)c(SCC(=O)Nc4ccccc4C(F)(F)F)nc32)cc1`?
MITF inh: 4; GPR151 activ: -0.3; TEAD-YAP block: 3; FBW7 activator: -0.2

How did Cc1ccc(-c2nc(NC(=O)Cc3ccccc3)sc2-c2ccccc2)cc1 do in these assays?
MITF inh: 1; GPR151 activ: 0.1; TEAD-YAP block: 3; FBW7 activator: 0.0

Results for COC(=O)Nc1c([N+](=O)[O-])cc([N+](=O)[O-])cc1S(=O)(=O)Cc1ccccc1 ?
MITF inh: -6; GPR151 activ: 0.2; TEAD-YAP block: -6; FBW7 activator: -0.1

How did COc1ccc(-c2nnc(SCC(=O)Nc3cccc(C(=O)OC(C)C)c3)n2C)cc1 do in these assays?
MITF inh: 7; GPR151 activ: -0.5; TEAD-YAP block: 14; FBW7 activator: 0.1

How did COc1ccc(/C=C(\NC(=O)c2ccco2)C(=O)NCCO)cc1 do in these assays?
MITF inh: -3; GPR151 activ: 0.9; TEAD-YAP block: 4; FBW7 activator: -0.1

How did CC(=O)Nc1ccc(NC(=O)CCCCCN2C(=O)c3ccccc3C2=O)cc1 do in these assays?
MITF inh: 17; GPR151 activ: -0.4; TEAD-YAP block: 0; FBW7 activator: 0.1

How did COc1cc(Nc2cccc(C(=O)NCc3cccc(C(F)(F)F)c3)n2)cc(OC)c1OC do in these assays?
MITF inh: 0; GPR151 activ: -1.0; TEAD-YAP block: 7; FBW7 activator: -0.1

How did COCCN1C(=S)NC2CC1(C)Oc1ccc(Cl)cc12 (stereo not given) do in these assays?
MITF inh: -12; GPR151 activ: -0.6; TEAD-YAP block: 6; FBW7 activator: 0.0

What do the screens show for `COc1cc(/C=c2\sc3nc(-c4cccs4)nn3c2=O)ccc1OCCC(C)C`?
MITF inh: -7; GPR151 activ: 0.7; TEAD-YAP block: -3; FBW7 activator: -0.1

Results for NS(=O)(=O)c1ccc(N2N=C(C(F)(F)F)/C(=C/c3cccs3)C2=O)cc1 ?
MITF inh: -5; GPR151 activ: 0.6; TEAD-YAP block: -7; FBW7 activator: 0.0

How did CCOC(=O)c1c(CNCCN(CC)CC)n(-c2ccccc2)c2cc(Br)c(OC)cc12 do in these assays?
MITF inh: 30; GPR151 activ: 1.1; TEAD-YAP block: 1; FBW7 activator: -0.3

What do the screens show for `Cc1cc(C)c2c(-n3cccc3)c(C(=O)N3CCC(C(N)=O)CC3)sc2n1`?
MITF inh: -16; GPR151 activ: 0.6; TEAD-YAP block: 0; FBW7 activator: 0.0

What do the screens show for `O=C(Nc1ccc(N2CCOCC2)cc1)c1cc(Br)ccc1I`?
MITF inh: 10; GPR151 activ: 0.0; TEAD-YAP block: -19; FBW7 activator: 1.5

Results for Cc1ccc(NC(=O)/C(=C/c2ccccc2)NC(=O)c2ccccc2)cc1Cl ?
MITF inh: 21; GPR151 activ: 1.5; TEAD-YAP block: -2; FBW7 activator: 0.1

What do the screens show for `Nc1ccc(S(=O)(=O)c2ccc(N)c(N)c2)cc1N`?
MITF inh: 4; GPR151 activ: -1.1; TEAD-YAP block: 12; FBW7 activator: 0.1

How did COc1ccc(/C=C/C(=O)NCc2cccnc2)cc1S(=O)(=O)N1CCCCC1 do in these assays?
MITF inh: 10; GPR151 activ: -0.4; TEAD-YAP block: 28; FBW7 activator: 0.1

What do the screens show for `COc1cc(NC(=O)c2cc(-c3cccs3)on2)c(OC)cc1Cl`?
MITF inh: 5; GPR151 activ: 0.4; TEAD-YAP block: 3; FBW7 activator: 0.5

How did COc1ccc(CCNC(=O)c2ccc3c(c2)nc(SCC(=O)NCC2CCCO2)n2c4ccccc4nc32)cc1OC (stereo not given) do in these assays?
MITF inh: 5; GPR151 activ: 1.5; TEAD-YAP block: 10; FBW7 activator: -0.1

How did Cc1ccc(N(CC(=O)Nc2ccc(F)c(F)c2)S(=O)(=O)c2c(C)n[nH]c2C)cc1 do in these assays?
MITF inh: 8; GPR151 activ: 0.5; TEAD-YAP block: 7; FBW7 activator: -0.2

How did CC1Sc2cc(S(=O)(=O)N(Cc3ccccc3)C(C)C)ccc2NC1=O (stereo not given) do in these assays?
MITF inh: 3; GPR151 activ: 4.2; TEAD-YAP block: -10; FBW7 activator: -0.2

What do the screens show for `CCOc1ccc(NC(=O)CCN2CCN(c3ccc(Cl)cc3)CC2)cc1`?
MITF inh: 2; GPR151 activ: 2.0; TEAD-YAP block: -8; FBW7 activator: 0.1

How did O=C(NCCCS(=O)(=O)N1CCN(c2ccccn2)CC1)c1ccc(F)cc1 do in these assays?
MITF inh: 6; GPR151 activ: 2.0; TEAD-YAP block: 6; FBW7 activator: -0.2

What do the screens show for `O=C(NCC1Cc2cccc(-c3ccncc3)c2O1)c1ccc(-n2cccn2)cc1` (stereo not given)?
MITF inh: -18; GPR151 activ: 1.6; TEAD-YAP block: -17; FBW7 activator: -0.1

Results for O=C(NCc1nc2ccccc2[nH]1)c1ccnc(-c2csc3ccccc23)c1 ?
MITF inh: 7; GPR151 activ: 1.0; TEAD-YAP block: -6; FBW7 activator: -0.1

What do the screens show for `Cc1cccn2c(=O)c3cc(C(=O)Nc4ccccc4)n(C)c3nc12`?
MITF inh: 3; GPR151 activ: 1.7; TEAD-YAP block: 4; FBW7 activator: -0.2

How did CC1=NN(c2ccccc2)C(=O)/C1=C\c1ccc(N(C)c2ccccc2)cc1 do in these assays?
MITF inh: 19; GPR151 activ: 1.2; TEAD-YAP block: 8; FBW7 activator: -0.3

What do the screens show for `O=C1CCCc2occ(-c3ccc([N+](=O)[O-])cc3)c21`?
MITF inh: -14; GPR151 activ: -0.1; TEAD-YAP block: -11; FBW7 activator: -0.3

Results for N#Cc1ccc(NC(=S)NC(=O)C2CC2)cc1 ?
MITF inh: 1; GPR151 activ: -0.6; TEAD-YAP block: 3; FBW7 activator: -0.1

Results for CCOc1ccc(OCCOc2ncnc3ccccc23)cc1 ?
MITF inh: -5; GPR151 activ: -2.4; TEAD-YAP block: -36; FBW7 activator: -0.1

Results for O=C(CSc1nccc(=O)[nH]1)Nc1ccc(N2CCOCC2)cc1 ?
MITF inh: 20; GPR151 activ: -0.4; TEAD-YAP block: 8; FBW7 activator: 0.6

Results for S=c1[nH]c2ccccc2c2c1CCC2 ?
MITF inh: 14; GPR151 activ: -0.3; TEAD-YAP block: -1; FBW7 activator: 0.0

Results for CCOc1ccc(Nc2nc(N)c(C(=O)c3cccc(OC)c3)s2)cc1 ?
MITF inh: 3; GPR151 activ: -1.2; TEAD-YAP block: 61*; FBW7 activator: 0.4

How did Cc1ccc(C2C3=C(CCCC3=O)Nc3c2c(=O)n(C)c(=O)n3C)cc1 (stereo not given) do in these assays?
MITF inh: 0; GPR151 activ: 1.0; TEAD-YAP block: 9; FBW7 activator: -0.1

How did CCN(C(=O)c1coc(=O)c2ccccc12)c1ccc(C)c(C)c1 do in these assays?
MITF inh: -3; GPR151 activ: 2.3; TEAD-YAP block: -9; FBW7 activator: -0.1

What do the screens show for `O=C1c2ccccc2C(=O)c2c(OCC(F)(F)C(F)F)cccc21`?
MITF inh: 0; GPR151 activ: -0.5; TEAD-YAP block: -2; FBW7 activator: 0.0

Results for O=C(Nc1ccc(F)cc1F)C1(c2cccs2)CCCC1 ?
MITF inh: -4; GPR151 activ: 1.2; TEAD-YAP block: -10; FBW7 activator: 0.3

Results for COC(=O)C1=CN(C23CC4CC(CC(C4)C2)C3)C=C(C(=O)OC)C1c1ccccc1OC(C)C ?
MITF inh: 11; GPR151 activ: 0.3; TEAD-YAP block: 4; FBW7 activator: 0.1

How did Cn1nnnc1NCc1c(F)cccc1Cl do in these assays?
MITF inh: 5; GPR151 activ: -0.8; TEAD-YAP block: 1; FBW7 activator: -0.1

What do the screens show for `COc1ccc(S(=O)(=O)NCc2csc(C)n2)cc1`?
MITF inh: -7; GPR151 activ: -1.2; TEAD-YAP block: -3; FBW7 activator: 0.0

Continued, starting with the last 3 of the part before.
Results for COC(=O)C1=CN(C23CC4CC(CC(C4)C2)C3)C=C(C(=O)OC)C1c1ccccc1OC(C)C ?
MITF inh: 11; GPR151 activ: 0.3; TEAD-YAP block: 4; FBW7 activator: 0.1

How did Cn1nnnc1NCc1c(F)cccc1Cl do in these assays?
MITF inh: 5; GPR151 activ: -0.8; TEAD-YAP block: 1; FBW7 activator: -0.1

What do the screens show for `COc1ccc(S(=O)(=O)NCc2csc(C)n2)cc1`?
MITF inh: -7; GPR151 activ: -1.2; TEAD-YAP block: -3; FBW7 activator: 0.0

What do the screens show for `COC(=O)c1ccc(OC(=O)c2ccc([N+](=O)[O-])cc2Cl)c(OC)c1`?
MITF inh: 8; GPR151 activ: -0.1; TEAD-YAP block: 5; FBW7 activator: -0.1

What do the screens show for `CCOCCSc1nc2c(sc(=S)n2-c2ccc(C(=O)OCC)cc2)c(=O)n1-c1ccccc1`?
MITF inh: 15; GPR151 activ: 1.4; TEAD-YAP block: -7; FBW7 activator: 0.2

How did CCC(C(=O)N1CCN(c2cccc(OC)c2)CC1)n1nc(C)n2c(cc3occc32)c1=O (stereo not given) do in these assays?
MITF inh: 7; GPR151 activ: 0.1; TEAD-YAP block: 6; FBW7 activator: 0.1

What do the screens show for `CC(=O)c1ccc(NC(=S)Nc2ccc(F)c(F)c2)cc1`?
MITF inh: 9; GPR151 activ: 1.6; TEAD-YAP block: 10; FBW7 activator: 0.1

Results for COc1ccccc1/C=N/NC(=O)c1nnn(-c2nonc2N)c1C ?
MITF inh: -8; GPR151 activ: 2.0; TEAD-YAP block: -1; FBW7 activator: -0.1

Results for CC1(C2CCN(Cc3ccc(F)cc3F)CC2)NC(=O)N(Cc2ccsc2)C1=O (stereo not given) ?
MITF inh: -12; GPR151 activ: 0.1; TEAD-YAP block: -2; FBW7 activator: 0.0

Results for Cc1nc2ccccc2nc1OC(C)C ?
MITF inh: 3; GPR151 activ: -0.3; TEAD-YAP block: 5; FBW7 activator: 0.1

Results for CC(NC(=O)c1noc2c1COc1ccccc1-2)c1ccc2c(c1)OCCO2 (stereo not given) ?
MITF inh: 14; GPR151 activ: -1.9; TEAD-YAP block: -1; FBW7 activator: 1.0

What do the screens show for `Cc1ccc(S(=O)(=O)N(C)CC(=O)Nc2cccc(C)c2)cc1`?
MITF inh: 9; GPR151 activ: 0.2; TEAD-YAP block: 5; FBW7 activator: 0.0

Results for N#Cc1cc2c(=O)n3ccccc3nc2n(-c2nnc(SCc3ccccc3)s2)c1=O ?
MITF inh: 5; GPR151 activ: 3.4; TEAD-YAP block: 6; FBW7 activator: 0.0

How did O=C1NC(=S)N/C1=C\c1cc(Br)c(O)c(Br)c1 do in these assays?
MITF inh: 23; GPR151 activ: 1.1; TEAD-YAP block: 4; FBW7 activator: 0.1

What do the screens show for `C=CSc1sc(Cl)c(N2CCOCC2)c1[N+](=O)[O-]`?
MITF inh: 23; GPR151 activ: -1.1; TEAD-YAP block: 5; FBW7 activator: 0.5

What do the screens show for `O=C(OC1CCOC1=O)c1ccc(S(=O)(=O)N2CCCc3ccccc32)cc1` (stereo not given)?
MITF inh: 14; GPR151 activ: -1.0; TEAD-YAP block: -8; FBW7 activator: 0.0

How did CC(=O)N/N=C/c1cc(Cl)ccc1OS(=O)(=O)c1ccc(C)cc1 do in these assays?
MITF inh: 6; GPR151 activ: -1.2; TEAD-YAP block: 11; FBW7 activator: 0.0

What do the screens show for `FC(F)(F)c1ccc(Cn2cnc3c(NCCN4CCOCC4)nc(NCCN4CCOCC4)nc32)cc1`?
MITF inh: 9; GPR151 activ: -0.7; TEAD-YAP block: 17; FBW7 activator: 0.3

Results for COc1cccc(NC(=O)c2ccnc(N3CCC(C(=O)NCc4ccco4)CC3)c2)c1 ?
MITF inh: 6; GPR151 activ: 1.1; TEAD-YAP block: -14; FBW7 activator: -0.2

What do the screens show for `Cc1nc(NC(=O)c2ccc3c(c2)CCCC3)sc1C`?
MITF inh: 12; GPR151 activ: -6.2; TEAD-YAP block: 53*; FBW7 activator: -0.2

Results for O=C(NC1CCCCC1)C(=S)NC1CCCCC1 ?
MITF inh: 11; GPR151 activ: 1.8; TEAD-YAP block: -20; FBW7 activator: -0.1

How did Cc1cccc(N(C)NC(=O)Cc2ccccc2)c1 do in these assays?
MITF inh: -6; GPR151 activ: -0.7; TEAD-YAP block: -9; FBW7 activator: -0.2

Results for COc1ccccc1C(=O)N/N=C/c1cccc(Cl)c1 ?
MITF inh: 1; GPR151 activ: -1.1; TEAD-YAP block: -41; FBW7 activator: 0.0

Results for CCCCOc1cccc(C(=O)Nc2sc(C)c(C)c2C#N)c1 ?
MITF inh: -7; GPR151 activ: 0.3; TEAD-YAP block: -7; FBW7 activator: -0.1

Results for C=CCN(C)S(=O)(=O)c1ccc([N+](=O)[O-])cc1 ?
MITF inh: -11; GPR151 activ: 0.3; TEAD-YAP block: -7; FBW7 activator: 0.0

How did COC(=O)C(N)Cc1ccc(OC(F)F)cc1 (stereo not given) do in these assays?
MITF inh: -19; GPR151 activ: 0.1; TEAD-YAP block: 10; FBW7 activator: 0.1

How did CCc1nnc(NC(=O)c2sc3nc4c(cc3c2N)CCCCCC4)s1 do in these assays?
MITF inh: 3; GPR151 activ: -0.2; TEAD-YAP block: -29; FBW7 activator: 0.0

Part of the list above in order of length of the SMILES, high to low:
How did CCc1nnc(NC(=O)c2sc3nc4c(cc3c2N)CCCCCC4)s1 do in these assays?
MITF inh: 3; GPR151 activ: -0.2; TEAD-YAP block: -29; FBW7 activator: 0.0

Results for C=CCN(C)S(=O)(=O)c1ccc([N+](=O)[O-])cc1 ?
MITF inh: -11; GPR151 activ: 0.3; TEAD-YAP block: -7; FBW7 activator: 0.0

How did Cc1cccc(N(C)NC(=O)Cc2ccccc2)c1 do in these assays?
MITF inh: -6; GPR151 activ: -0.7; TEAD-YAP block: -9; FBW7 activator: -0.2
